Source: PubChem
SMN2 splice enh – SMN2 splice variant enhancement. HEK293 SMN2-luciferase splicing reporter, luminescence, 30-36 h. Potency, µM (series often up to 46.1 µM), for inactives: at the highest dose activity change, positive = activation, hits mostly activators. 210,000 tested, 2.8% active. AID 1458; active = well fitted activation curve with a large enough effect; inconclusive = small, poorly fitted or top-dose-only effect; inactive = no such curve, though single readings can be large or run the other way; note: % of control where 0% means no effect; nearly all actives have a fitted effect of over 55% in size
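HEK293 cells carry an SMN2 minigene-luciferase reporter in which exon 7 inclusion puts luciferase in frame. Cells were seeded at 2000 cells/well, attached for 10-12 hours, then exposed to compounds for 30-36 hours at 37C before ONE-Glo luminescence.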
* = called active by the depositor; u = inconclusive; [ ] = dose if it differs, or a comment. Potency is the fitted concentration of half-maximal effect.

SMILES	SMN2 splice enh
CCOc1ccc(NC(=O)CN(Cc2ccccc2)S(=O)(=O)c2ccc(Cl)cc2)cc1	-0.9%
N#C/C(=C\c1ccc(OCc2ccc(Cl)cc2Cl)cc1)c1nc2ccccc2[nH]1	-1.7%
Cc1ccc(C)c(NC(=O)c2ccc3c(c2)CCN3S(C)(=O)=O)c1	-0.3%
Cc1ccccc1-c1noc(CSc2nnc(Cc3ccccc3)n2-c2ccc(F)cc2)n1	-2.2%
Cc1ccc(C)c(CN2C(=O)c3ccccc3S(=O)(=O)c3ccc(C(=O)N4CCOCC4)cc32)c1	2.5%
Cc1cc(C)cc(N(CC(=O)Nc2cccc(C)c2C)S(=O)(=O)c2c(C)[nH]c(=O)[nH]c2=O)c1	-6.0%
O=C(NC1CCCCC1)c1ccc2c(c1)N(Cc1ccc(F)cc1)C(=O)c1ccccc1S2(=O)=O	0.6%
COc1cc2nc(SCc3ccc(C)cc3)n3nc(CCn4nc(C)cc4C)nc3c2cc1OC	-1.2%
CC1(C(=O)NC2CCCCC2)Cc2ccccc2C(=O)N1Cc1ccccc1Cl (stereo unspecified)	-3.7%
Cc1ccc(CNC(=O)c2cc3c(s2)-c2ccccc2SC3)cc1	-52.5%[inhibitor]
CCSc1ncc(Cl)c(C(=O)Nc2c(C(=O)Nc3ccc(Cl)cc3)oc3ccccc23)n1	-4.9%
CCCCCOC(=O)CSc1nc2sc3c(c2c(=O)n1Cc1ccccc1)CC(C)(C)OC3	-10.0%
COc1ccc(C(=O)NCc2nnc(SCC(=O)Nc3ccccc3)n2-c2ccc(F)cc2)cc1	-2.3%
Cc1n[nH]c(C)c1S(=O)(=O)N(CC(=O)NC(C)c1ccccc1)c1ccc(C(C)C)cc1 (stereo unspecified)	-6.1%
Cc1cc(C)cc(NC(=O)N2CCC(N3CCCCC3)CC2)c1	21.6%
O=C(NCCc1nc2ccccc2n1Cc1ccccc1F)c1ccc(F)cc1	-6.5%
COC(=O)CN1C(C(=O)c2ccccc2)=C(OC(=O)c2ccc(F)cc2)c2ccccc2S1(=O)=O	-2.4%
CCOc1ccc(NC(=O)c2oc3ccccc3c2NC(=O)c2cc3ccccc3o2)cc1	0.4%
CCNC(=O)c1c(NC(=O)c2nc(S(=O)(=O)CC)ncc2Cl)sc2c1CCCC2	4.4%
Cc1ccccc1OCC(=O)Nc1ccc(-c2nc3cc(Cl)cc(Cl)c3o2)cc1	-11.8%
CCOC(=O)c1cc2c(=O)n3ccccc3nc2n(C(C)C)c1=NC(=O)c1cc2ccccc2o1	9.8%
COc1ccc(NC(=O)c2c(C)oc3ccc(O)c(CN4CCCC(C)C4)c23)cc1 (stereo unspecified)	-16.2%
COc1ccc(CNC(=O)CN(c2ccc(OC)cc2)S(=O)(=O)c2c(C)[nH]c(=O)[nH]c2=O)cc1	4.1%
COc1ccc(C(=O)NCCn2cc(SCC(=O)NCCc3ccc(OC)c(OC)c3)c3ccccc32)cc1	-10.3%
Cc1ccc(-n2c(=O)c3c(C)c(C)sc3n(CC(=O)NCc3ccccc3)c2=O)cc1C	0.6%
O=C(Cn1cc(C(=O)C(F)(F)F)c2ccccc21)N1CCCCCC1	-18.2%
CCC(C)NC(=O)Cn1c(=O)n(-c2ccc(C)cc2)c(=O)c2ccccc21 (stereo unspecified)	0.7%
Cc1cccc(-c2noc(CN(C(=O)c3ccc(C)c(C)c3)C(C)C)n2)c1	-71.0%[inhibitor]
COc1ccc(Br)cc1C1Sc2ccccc2NC2=C1C(=O)c1ccccc12 (stereo unspecified)	-13.6%
CCCCc1ccc(-n2nc3cc(C)c(NC(=O)Cc4ccccc4)cc3n2)cc1	3.4%
COc1ccc(Cl)cc1NC(=O)Cn1cnc2sc(C)c(S(=O)(=O)N3CCN(c4ccccc4OC)CC3)c2c1=O	-1.0%
CCC(C)c1ccc(OCC(=O)Nc2cccc3ccc(C)nc23)cc1 (stereo unspecified)	u
CCCNC(=O)C1CCC(Cn2c(=O)c3sccc3n(CC(=O)NCc3cccc(OC)c3OC)c2=O)CC1 (stereo unspecified)	-1.6%
COc1cc(OC)c(NC(=O)Nc2c(C)n(C)n(-c3ccccc3)c2=O)cc1Cl	1.4%
CC(=O)c1ccc(NC(=O)Cn2ncc3c4ccccc4n(Cc4ccccc4)c3c2=O)cc1	-1.8%
CCc1ccc2c(c1)NC(c1ccc(F)cc1)=NC(c1ccncc1)=N2	0.5%
CCN1C(C(=O)c2ccccc2)=C(OC(=O)c2ccc(Cl)cc2)c2ccccc2S1(=O)=O	-30.4%[inhibitor]
Cc1ccc(NC(=O)Cc2csc(C)n2)c(C)c1	10.5%
Cc1ccc(Cc2cnc(NC(=O)c3ccc4c(c3)CC(c3ccccc3)OC4=O)s2)cc1 (stereo unspecified)	51.6%
Cc1ccc(NC(=O)Cn2c(=O)n(-c3ccccc3)c(=O)c3ccc(C(=O)NCc4ccc5c(c4)OCO5)cc32)cc1	-3.7%
Cc1ccc(CNC(=O)c2ccc(Cn3c(=O)c4ccccc4n(CC(=O)Nc4ccc(C)cc4C)c3=O)cc2)cc1	7.0%
CCCN1CCN(CCNC(=O)Nc2ccccc2OCC)CC1	1.6%
Cc1cccc(Nc2nnc(-c3ccc(C)c(S(=O)(=O)N4CCOCC4)c3)c3ccccc23)c1	-13.5%
O=C(CC1Sc2ccc(C(F)(F)F)cc2NC1=O)Nc1ccc(Cl)c(C(F)(F)F)c1 (stereo unspecified)	u
Cn1cc(C(=O)N2CCN(c3ccccc3)CC2)c(=O)c2cc(S(=O)(=O)N3CCCC3)ccc21	4.9%
CCN(C(=O)CSc1nc2ccccc2[nH]1)c1ccccc1	11.1%
O=C(Nc1cccc(C(F)(F)F)c1)C1CCCN(S(=O)(=O)c2cccc3nonc23)C1 (stereo unspecified)	-3.0%
Cc1cc(C)cc(OCc2cc(=O)n3c(-c4ccccc4)csc3n2)c1	-2.2%
CCN(CC)CCCNC(=O)c1cn(C)c2ccc(S(=O)(=O)N(C)C3CCCCC3)cc2c1=O	26.5%
CCc1ccc(C2C(C(=O)Nc3ccc(Cl)cc3)=C(C)Nc3ncnn32)cc1 (stereo unspecified)	-6.2%

The list goes on.
SMILES	SMN2 splice enh
CCc1ccc(C(=O)COC(=O)C(NC(=O)C2CCC(C)CC2)C(C)C)cc1 (stereo unspecified)	-5.7%
CCOC(=O)c1cccc(NC(=O)c2cc3cc4ccc(C)cc4nc3s2)c1	3.6%
CCC(=O)N1c2ccc(S(=O)(=O)NCCc3ccccc3)cc2CC1C (stereo unspecified)	-31.1%[inhibitor]
Cc1ccc2oc(=O)c3cnn(CC(=O)N4CCN(c5cccc(C(F)(F)F)c5)CC4)c3c2c1	-15.1%
CCOc1ccc(C(=O)NCc2nc(-c3ccc(Cl)cc3)no2)cc1OCC	3.5%
Cn1c(=O)c2c(-c3ccc(Cl)cc3)n(Cc3ccccc3)cc2n(C)c1=O	-9.1%
CCCCN(C)CCCNC(=O)Cn1nc(CC)n2c(cc3sc(C)cc32)c1=O	-3.7%
CCOC(=O)c1cc(OC(=O)c2ccccc2F)n(-c2ccccc2)n1	-6.2%
CCOc1ccccc1N(CC)C(=O)c1cc2c(=O)n(CC)c3ccccc3c2s1	-49.0%[inhibitor]
CCc1nn(CC(=O)NCCc2ccc(OC)cc2OC)c(=O)c2cc3occc3n12	2.3%
CC(=O)c1ccc(N2CCN(C(=O)c3cc4c(s3)-c3ccccc3OC4)CC2)cc1	6.5%
CCn1c(=O)c2cc(C(=O)NCCCN3CCN(c4ccc(F)cc4)CC3)sc2c2ccccc21	-6.4%
CCOC(=O)c1cnc2c(ccc3ccccc32)c1Nc1ccc(OC)c(OC)c1	-1.1%
CCOc1ccccc1N(CC(=O)N1CCc2ccccc2C1)S(=O)(=O)c1ccccc1	-3.0%
CCc1ccc(NC(=O)CSc2nc(C)c(C(=O)Nc3ccc(Cl)cc3)c(-c3ccc(OC)cc3)c2C#N)cc1	-6.9%
Cc1ccc(NCc2cccn2-c2nnc(N3CCC(C(=O)NCCC(C)C)CC3)s2)cc1	-78.9%[inhibitor]
CCOc1ccc(NC(=O)CC2C(=O)N(c3ccccc3)C(=O)N2Cc2ccc3c(c2)OCO3)cc1 (stereo unspecified)	12.5%
Cc1ccc(NC(=O)C2CCC(CNS(=O)(=O)c3cccc4nsnc34)CC2)c(Cl)c1 (stereo unspecified)	8.9%
O=C(CN1C(=O)COc2ccc(S(=O)(=O)N3CCOCC3)cc21)N1CCN(c2ccc(F)cc2)CC1	3.5%
CCCc1cc(=O)oc2cc(C)c3c(-c4cccc(OC)c4)coc3c12	8.1%
Cc1sc2ncn(CC(=O)N(C)c3cccc(C(F)(F)F)c3)c(=O)c2c1S(=O)(=O)N1CCN(c2ncccn2)CC1	2.0%
CCc1ccc(CN2C(=O)c3ccccc3C2C(=O)NC2CCCCCC2)cc1 (stereo unspecified)	-7.9%
COCCNC(=O)CSc1nc(-c2ccc(C)cc2)[nH]c1-c1ccc(OC)cc1	21.6%
CC(C)CCn1nnc2sc(-c3ccccc3)cc2c1=O	2.0%
CCC(C(=O)Nc1cc(C)ccc1OC)n1nnc(C(=O)OC)c1C(=O)OC (stereo unspecified)	-10.4%
O=C(C1CCCN(S(=O)(=O)c2cccc3nonc23)C1)N1CCN(c2ccccc2F)CC1 (stereo unspecified)	-5.0%
O=C(c1cc2ccccc2oc1=O)N1CCN(c2ccc(Cl)cc2)CC1	0.5%
CCOc1ccc(C(=O)Nc2ccc3oc(-c4ccc(Br)cc4)nc3c2)cc1	-1.9%
CCCCOC(=O)c1ccc(NC2=NS(=O)(=O)c3ccccc32)cc1	-10.1%
Fc1ccc(C(NCCc2ccc(Cl)cc2)c2nnc(-c3ccccc3)o2)c(Cl)c1 (stereo unspecified)	12.1%

Shown in CSV form: entries from further up.
SMILES,SMN2 splice enh
Cc1ccc(CNC(=O)c2cc3c(s2)-c2ccccc2SC3)cc1,-52.5%[inhibitor]
CCSc1ncc(Cl)c(C(=O)Nc2c(C(=O)Nc3ccc(Cl)cc3)oc3ccccc23)n1,-4.9%

Going on with the list.
SMILES	SMN2 splice enh
Cc1cc(Cl)ccc1OCC(=O)N(Cc1ccc(N(C)C)cc1)CC1CCCO1 (stereo unspecified)	5.3%
N#C/C(=C\c1ccc(-c2ccc(Br)cc2)o1)C(=O)Nc1ccccc1O	-2.2%
CCCC(=O)N1CC(=O)Nc2ccc(Cl)cc2C1c1ccc(F)cc1 (stereo unspecified)	-3.2%
CCOc1ccc(Br)cc1C1NC(=O)c2c(sc3c2CCN(C)C3)N1 (stereo unspecified)	-8.8%
O=C(Cc1ccccc1)Nc1sc2c(c1C(=O)Nc1cccc(Cl)c1)CCCCC2	2.1%
Cc1ccc(NC(=O)Cn2cc(S(=O)(=O)c3ccc(F)cc3)c(=O)c3cc4c(cc32)OCO4)cc1	4.8%
O=C1CC(c2nnc(Cc3ccc(F)cc3)o2)CN1c1ccccc1 (stereo unspecified)	-3.9%
CCC(C)NC(=O)Cn1ncc2c(C)n(Cc3ccc(F)cc3)c(C)c2c1=O (stereo unspecified)	1.6%
COc1ccc(N(CC(=O)N2CCN(c3ccc(F)cc3)CC2)S(=O)(=O)c2c(C)noc2C)cc1	-33.0%[inhibitor]
CCOC(=O)C1CCN(C(=O)Cn2c(=O)oc3cc(S(=O)(=O)N4CCC(C)CC4)ccc32)CC1	-6.1%
CCOc1ccc(CCNC(=O)C2CCN(Cc3nc(-c4ccc(OC)c(OC)c4)oc3C)CC2)cc1OCC	12.0%
Cc1ccc(C)c(N2CCN(C(=O)CCc3c(C)nc4c(c3C)c(=O)n(C)c(=O)n4C)CC2)c1	4.7%
O=C(C1CCN(S(=O)(=O)c2cccc3nonc23)CC1)N1CCN(c2ccc(F)cc2)CC1	-13.0%
COc1ccc(CNC(=O)c2ccc(CSc3nc4ccncc4n3Cc3ccccc3F)cc2)cc1	-9.3%
COc1cccc2cc(-c3nc(Cl)c4c5c(sc4n3)CC(C)CC5)c(=O)oc12 (stereo unspecified)	7.6%
CCOc1ccc(-c2cc3nc(C4CCN(C(=O)OC(C)(C)C)CC4)c(C(=O)Nc4ccc(C(=O)OC)cc4)cn3n2)cc1	-1.9%
Cc1cccc(CSc2nc(-c3cccs3)ccc2C#N)c1	1.4%
Cc1cccc(NC(=O)CCCn2c(C)c3cnn(-c4ccccc4)c(=O)c3c2C)c1C	-8.3%
Cc1ccc(C(=O)c2oc3ccccc3c2NC(=O)C(C)Oc2ccccc2Cl)cc1 (stereo unspecified)	2.0%

Structural class, the compounds so far with an aryl thioether with sulfur outside any ring
SMILES	SMN2 splice enh
Cc1ccccc1-c1noc(CSc2nnc(Cc3ccccc3)n2-c2ccc(F)cc2)n1	-2.2%
COc1cc2nc(SCc3ccc(C)cc3)n3nc(CCn4nc(C)cc4C)nc3c2cc1OC	-1.2%
CCSc1ncc(Cl)c(C(=O)Nc2c(C(=O)Nc3ccc(Cl)cc3)oc3ccccc23)n1	-4.9%
CCCCCOC(=O)CSc1nc2sc3c(c2c(=O)n1Cc1ccccc1)CC(C)(C)OC3	-10.0%
COc1ccc(C(=O)NCc2nnc(SCC(=O)Nc3ccccc3)n2-c2ccc(F)cc2)cc1	-2.3%
COc1ccc(C(=O)NCCn2cc(SCC(=O)NCCc3ccc(OC)c(OC)c3)c3ccccc32)cc1	-10.3%
CCN(C(=O)CSc1nc2ccccc2[nH]1)c1ccccc1	11.1%
CCc1ccc(NC(=O)CSc2nc(C)c(C(=O)Nc3ccc(Cl)cc3)c(-c3ccc(OC)cc3)c2C#N)cc1	-6.9%
COCCNC(=O)CSc1nc(-c2ccc(C)cc2)[nH]c1-c1ccc(OC)cc1	21.6%
COc1ccc(CNC(=O)c2ccc(CSc3nc4ccncc4n3Cc3ccccc3F)cc2)cc1	-9.3%
Cc1cccc(CSc2nc(-c3cccs3)ccc2C#N)c1	1.4%

An excerpt. The share of hits here may be higher or lower than overall.
